TSG101-PTAP inh: blocks PTAP/TSG101 interaction to inhibit HIV-1 budding | Potency, µM (titrated, usually from 115 µM), for inactives: top-dose activity change, negative = inhibition, most hits filed as inhibitors | AID 493005 | Fluorescence polarization, FITC-PTAP peptide / Tsg101 binding | 340,000 tested, under 10 active | Q99816; active = well fitted inhibition curve with a large enough effect in the main read-out, with a control signal flat, not every such curve was filed as active; inconclusive = small, poorly fitted or top-dose-only effect, or effect the other way, or a change in a side signal; inactive = no such curve, though single readings can be large or run the other way; also: potency is read from the fitted curve at half-maximal effect; % of control where 0% means no effect
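Tsg101 binding domain (10 uM final) was mixed with compound and a FITC-labeled PTAP peptide (50 nM final) in HEPES pH 7.5 buffer with NaCl, Tween 20, EDTA and TCEP; fluorescence polarization was read after 20 min at r.t.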
Tb PFK inh: blocks T. brucei phosphofructokinase | O15648 | T. brucei PFK, ADP-Glo luminescence | Potency, µM (highest dose often 57.5 µM), inactives show at the top dose activity, negative = inhibition, most hits filed as inhibitors | 330,000 tested, 0.17% active | AID 485367;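 also: potency is read from the fitted curve at half-maximal effect; 0% = uninhibited 1x PFK enzyme wells and -100% = no-enzyme wells; nearly all actives have a fitted effect of over 60% in size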
Target sequence (O15648 whole entry, looked up): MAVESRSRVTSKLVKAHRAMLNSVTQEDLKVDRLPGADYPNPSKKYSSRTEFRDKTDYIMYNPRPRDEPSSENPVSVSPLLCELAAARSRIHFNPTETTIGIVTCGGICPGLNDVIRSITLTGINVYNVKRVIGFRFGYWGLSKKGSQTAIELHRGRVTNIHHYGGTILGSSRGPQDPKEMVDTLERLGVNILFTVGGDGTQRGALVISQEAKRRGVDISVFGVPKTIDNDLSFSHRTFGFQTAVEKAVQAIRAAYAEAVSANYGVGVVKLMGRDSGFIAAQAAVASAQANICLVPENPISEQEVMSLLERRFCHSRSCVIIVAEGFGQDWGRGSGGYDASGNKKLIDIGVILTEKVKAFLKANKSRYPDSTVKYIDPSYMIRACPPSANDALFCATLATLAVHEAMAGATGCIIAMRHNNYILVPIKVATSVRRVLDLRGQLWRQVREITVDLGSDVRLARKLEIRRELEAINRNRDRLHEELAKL
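PFK 1.25 nM, F6P 0.5 mM, ATP 0.1 mM, 0.1 M TEA pH 8.0, 5 mM MgCl2, 0.01% Tween20, 0.1% BSA; 45 min RT. ADP-Glo readout. qHTS titration up to 57 uM; curves fitted, compounds curve-classed.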
Chronic BCR inh: chronic active BCR signaling inhibition; 340,000 tested, 0.05% active; ABC-DLBCL IkBa-CBG/CBR reporter, luminescence ratio, 4 h; Potency, µM (series often up to 46.1 µM), without a hit: at the highest dose ratio change, negative = lower green/red ratio, actives largely listed as inhibitors; active = well fitted inhibition curve with a large enough effect in the signal ratio, with a control signal flat, not every such curve was filed as active; inconclusive = small, poorly fitted or top-dose-only effect, or effect the other way, or a change in a side signal; the % refers to the signal ratio;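 also: potency is read from the fitted curve at half-maximal effect; plate controls were basal doxycycline-induced cells for no effect and cells given 10 µM MG132 for full effect; MG132 reads +100%, hits lower the ratio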
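Compounds up to 46 uM were incubated four hours with TMD8 cells whose green CBG68 luciferase is fused to IkappaBalpha; red CBR luminescence normalised the signal, and concentration-effect curves were fitted to fusion, red and ratio data.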
Eya2 inh: Eya2 (human) phosphatase inhibition; 330,000 tested, 0.006% active; Potency, µM (highest dose often 76.9 µM), for the others: top-dose activity, negative = inhibition, hits mostly inhibitors; recombinant Eya2, OMFP fluorescence dephosphorylation (OMFP is methylfluorescein phosphate); O00167; also: potency is read from the fitted curve at half-maximal effect; % is scaled to controls: 0 for no effect and ±100 for the full control effect
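Eya2 (0.2 uM) preincubated 10 min at ambient with compound, then OMFP substrate added at 50 uM; 10 min reaction in 50 mM HEPES pH 7.5, 50 mM NaCl, 5 uM MgCl2, 0.05% BSA, 1 mM DTT. Fluorescence read at Ex 485/Em 525 nm.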
Mito fusion yeast: blocks mitochondrial division or promotes mitochondrial fusion; Potency, µM (series often up to 46.1 µM), inactives show at the highest dose growth rescue (activation), most hits filed as activators; S. cerevisiae fusion-defective mutant growth rescue, CellTiterGlo 48 h; 320,000 tested, 0.23% active;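 also: potency is read from the fitted curve at half-maximal effect; % of control where 0% means no effect; nearly all actives have a fitted effect of over 45% in size; temperature-sensitive fusion mutants such as fzo1-1 at 37 °C on non-fermentable ethanol glycerol medium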
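Growth-rescue viability read-out: after 48 h at the non-permissive 37C in glycerol/ethanol YPEG, yeast mitochondrial fusion mutants are measured by CellTiterGlo luminescence; compounds (23 nl pinned per well) restoring growth score as division inhibitors or fusion activators.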
A-T KAP1 phos: potential ataxia-telangiectasia treatment; […] A-T fibroblasts, KAP-1 phosphorylation AlphaLISA; neocarzinostatin DNA damage 30 min before lysis; 320,000 tested, 0.19% active; Potency, µM (doses to about 57.5 µM), without a hit: at the highest dose activation, hits mostly activators; also: potency is read from the fitted curve at half-maximal effect; % of control where 0% means no effect; nearly all actives have a fitted effect of over 45% in size
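ATM-like activity read as KAP-1 phosphorylation via AlphaLISA donor/acceptor antibody pairs after lysis and 6 hr at 25C. Cells were ATM-null patient fibroblasts ([…], hTERT), dosed 60 min, then exposed to the DSB inducer NCS for 30 min.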
TCR act: T cell receptor activation | primary human leukocytes, anti-CD3, IL-2 HTRF, 48 h | Potency, µM (highest dose often 9.22 µM), without a hit: top-dose activation of IL-2 secretion, actives largely listed as activators | 330,000 tested, under 10 active | AID 504894; also: % of control where 0% means no effect
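Primary human leukocytes incubated 48 hr with anti-CD3 beads plus compound, without co-stimulation. Secreted IL-2 measured by HTRF (europium cryptate/d2 anti-IL-2 pair, 320 nm excitation, 665 nm emission).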
ASM inhibitor: human S-ASM enzyme inhibition. Potency, µM (top dose mostly 57.5 µM), for inactives: at the top dose activity change, negative = inhibition, actives largely listed as inhibitors. 340,000 tested, 0.006% active. placental ASM, HMU-PC fluorogenic substrate, 60 min. AID 504937. P17405; also: potency is read from the fitted curve at half-maximal effect
Target sequence (P17405 47-631 limits assumed): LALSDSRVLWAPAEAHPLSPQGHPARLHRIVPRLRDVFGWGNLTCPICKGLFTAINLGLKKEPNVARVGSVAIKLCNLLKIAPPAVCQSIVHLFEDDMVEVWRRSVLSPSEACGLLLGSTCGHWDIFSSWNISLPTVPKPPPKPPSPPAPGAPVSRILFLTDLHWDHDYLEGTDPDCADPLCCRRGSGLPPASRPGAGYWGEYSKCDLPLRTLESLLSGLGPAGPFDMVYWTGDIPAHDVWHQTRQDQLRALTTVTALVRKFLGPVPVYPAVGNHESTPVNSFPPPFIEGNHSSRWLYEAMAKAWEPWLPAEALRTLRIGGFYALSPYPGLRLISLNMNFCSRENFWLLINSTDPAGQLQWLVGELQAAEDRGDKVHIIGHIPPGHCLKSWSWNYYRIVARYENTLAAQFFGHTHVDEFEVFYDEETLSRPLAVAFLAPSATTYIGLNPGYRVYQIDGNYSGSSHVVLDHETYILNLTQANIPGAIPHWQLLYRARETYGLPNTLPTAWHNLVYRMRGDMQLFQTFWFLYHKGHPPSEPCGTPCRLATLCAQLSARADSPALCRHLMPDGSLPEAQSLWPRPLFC
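Human placenta-derived ASM enzyme was preincubated with compound for 10 minutes at room temperature, then given fluorogenic substrate HMU-PC0 (9 uM final) for 60 minutes at 37 °C; a pH 10 stop preceded fluorescence reading at Ex 386/Em 447 nm.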
ELG1 DNA repair: blocks ELG1-dependent DNA repair in HEK293T cells; 330,000 tested, 2.3% active; Potency, µM (series often up to 46.1 µM), without a hit: at the top dose activity change, negative = inhibition, hits mostly inhibitors; HEK293T ELG1-luciferase reporter, luminescence, 16 h; DNA damage induced by 5-fluorouridine; also: potency is read from the fitted curve at half-maximal effect; % is scaled to controls: 0 for no effect and ±100 for the full control effect; nearly all actives have a fitted effect of over 55% in size
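5-Fluorouridine DNA damage + compound/DMSO, 2,000 cells/well, 16 h, 37 °C/5% CO2. ONE-Glo, 30 min RT, luminescence. Readout = decrease in reporter signal.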
TSHR antagonist: human thyrotropin receptor antagonism | activity change, negative = inhibition, % at 11.5 µM | TSHR-expressing cells, TSH-stimulated cAMP HTRF, 2 h; stronger effect = lower value | P16473 | AID 504810 | 330,000 tested, 0.2% active;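 active = activity change below a set negative limit, meaning inhibition stronger than a set level, cut at about -70% in these data; inconclusive = activity change between two set negative limits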; also: % is scaled to controls: 0 for no effect and ±100 for the full control effect
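Read-out is FRET at 665 nm (cryptate excitation 337 nm) from a cryptate-tagged anti-cAMP antibody, competed by cell cAMP against cAMP-d2. Compounds are tested on freshly harvested TSHR cells challenged with 4nM TSH (EC80) for 2 hours at 37 deg C.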
Integrin act MD: activators of alpha7 integrin expression for muscular dystrophy; alpha7betagal myoblasts, beta-gal FDG fluorescence, 48 h; Potency, µM (top dose mostly 38.3 µM), without a hit: at the highest dose activation, usual class: activators; 350,000 tested, 0.064% active;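 also: potency is read from the fitted curve at half-maximal effect; 100% = response of the positive control SU9516; nearly all actives have a fitted effect of over 60% in size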
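alpha7betagal+/- myoblasts (passage 13, 250/well) treated 48 h at 37C with compounds at 1:260 dilution of DMSO stock. Lysed, then beta-galactosidase activity read as FDG fluorescence (ex 480/em 540) after 30 min, with pre-read for autofluorescence.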
The depositor's hits bear a star; ? = inconclusive; · = no result given; [ ] = dose if it differs, or a comment. Unless noted, calls follow the shape of the dose curve; as a rule, active = well fitted curve in the direction sought with a large enough effect; inconclusive = small, poorly fitted or top-dose-only effect, or another doubt; inactive = no such curve, though single readings can be large; an effect the other way counts as inactive or inconclusive.

SMILES,TSG101-PTAP inh,Tb PFK inh,Chronic BCR inh,Eya2 inh,Mito fusion yeast,A-T KAP1 phos,TCR act,ASM inhibitor,ELG1 DNA repair,TSHR antagonist,Integrin act MD
CC(C)C(=O)n1nc(-c2cccnc2)nc1NCc1cccs1,-0.8%,4.1%,?,2.4%,8.5%,5.1%,3.5%,-2.4%,-9.8%,2.7,8.5%
O=C(CNS(=O)(=O)c1ccc2c(c1)OCCCO2)N1CCN(c2ccc(F)cc2)CC1,-3.3%,4.9%,-1.0%,-20.6%,-3.3%,-5.4%,-0.6%,-3.8%,?,-6.4,-2.8%
COc1cc(/C=C2\SC(=S)N(Nc3ncc(C(F)(F)F)cc3Cl)C2=O)cc(OC)c1OC,-10.0%,-3.5%,4.1%,-39.5%,-2.8%,2.9%,·,28.2µM*,?,-4.2,23.8%[7.66 µM]
CCOC(=O)/C(C#N)=C/c1cc2ccc(C)cc2nc1Cl,-0.1%,-0.7%,?,-20.0%,1.1%,0.6%,3.6%[46.1 µM],1.7%,?,4.4,16.3%
COc1ccc(C(=O)Nc2cccc(OC(=O)c3ccc(C)c(C)c3)c2)cc1,0.1%,2.9%,-12.5%,-6.7%,4.5%,-4.8%,-1.9%,-16.8%,?,-5.7,0.9%
Cc1cccc(-c2nc(CN3CCCC(C(=O)NC4CCCCC4)C3)c(C)o2)c1 (stereo not drawn),-6.1%,-4.8%,13.9%,-4.1%,-3.5%,-3.1%,4.1%,-0.4%,-10.1%,14.4,-27.2%
Cn1c(C(=O)NCCCN2CCN(c3ccccc3F)CC2)cc2c(=O)[nH]c3ccccc3c21,-3.4%,-0.4%,0.2%,3.8%,0.3%,-2.4%,-2.2%,-0.8%,-9.9%,-2.5,-15.3%
Cc1cc(OCC(=O)N2CCC(C(N)=O)CC2)c2c(C)cc(=O)oc2c1,-5.2%,-5.5%,-13.5%,0.5%,2.7%,-9.4%,0.7%,4.3%,10.6%,3.5,-12.1%
O=C(Nc1cccc(NC(=O)c2ccc(Br)o2)c1)c1ccccc1,-6.2%,-7.9%,?,9.0%,-20.8%,9.5%,-7.4%,-2.7%,-17.0%,7.0,-3.3%
CCC1CN(C(=O)Nc2cccc(C)c2)c2cc(C)ccc2O1 (stereo not drawn),0.0%,0.5%,7.6%,-10.3%,12.6%,7.8%,2.9%,-3.0%,2.2%,-7.8,-40.1%
COc1ccc(NC(=O)C2C3C=CC4(O3)C2C(=O)N(CCN2CCCCC2)C4C(=O)NC2CCCC(C)C2C)cc1 (stereo not drawn),-2.6%,-5.2%,15.6%,-11.8%,31.6µM*,-1.3%,1.5%,-1.4%,4.8%,-0.3,-45.0%[inhibitor]
COc1ccc(CCNC(=O)c2c([S-])n(-c3ccc(C)cc3)c3cccc[n+]23)cc1,-1.1%,0.2%,0.4%,5.8%,17.3%,18.2%,5.2%,32.7%,4.7%,-7.3,-29.0%
COc1ccccc1NC(=O)c1c(N=Cc2c(O)ccc3ccccc23)cnn1C,0.1%,-6.7%,?,4.2%,9.3%,6.3%,10.5%,-27.9%,?,11.4,-40.2%
Cc1cc(OCC(=O)NC(C)(C)C)ccc1Cl,-3.5%,-18.2%,?,-3.2%,4.8%,13.4%,-5.7%[46.1 µM],0.8%,?,-0.2,8.4%
O=C(Nc1cccc(C(F)(F)F)c1)c1cccnc1NCCO,0.4%,-2.4%,?,4.4%,-5.4%,-4.4%,-0.9%,54.6%[activator],6.2%,-5.8,2.7%
COc1ccc(CC(=O)n2nc(-c3ccc(Cl)cc3)nc2NCc2ccco2)cc1,0.1%,-1.6%,-5.9%,-1.6%,-2.5%,10.6%,7.9%,-9.8%,?,-9.0,-21.2%
CC(C)c1ccccc1NC(=S)N(C)C,0.7%,0.0%,2.9%,-1.8%,-4.7%,-12.2%,-7.5%,8.3%,?,9.3,6.6%
COCCNC(=O)C(Cc1c[nH]c2ccccc12)NC(=O)OCc1ccccc1 (stereo not drawn),0.6%,-0.2%,5.1%,-1.4%,0.7%,4.4%,2.9%,0.2%,-2.1%,8.9,3.6%
O=C1ON=C(c2ccccc2)/C1=C/c1ccc(-c2ccccc2[N+](=O)[O-])o1,-2.2%,-0.2%,?,3.4%,8.6%,-2.9%,11.6%[46.1 µM],-3.2%,?,-19.7,-56.5%[inhibitor]
COc1ccc(NC(=O)Cn2nc(Cc3cccnc3)c3ccccc3c2=O)cc1OC,-10.1%,0.1%,-1.1%,12.8%,-2.2%,11.2%,-2.5%,4.1%,?,-1.2,4.3%
O=C(CC1C(=O)NCCN1C(=O)Nc1ccc(F)cc1F)Nc1ccc(F)cc1 (stereo not drawn),-0.5%,-0.4%,?,-5.0%,0.2%,-3.4%,-2.0%,0.8%,4.2%,-3.3,5.1%
O=C(Nc1ccc(Cc2ccc(NC(=O)N3CCOCC3)cc2)cc1)N1CCOCC1,-0.1%,3.6%,-6.6%,6.5%,-2.2%,4.7%,·,-1.7%,?,1.7,4.7%
CCCOc1cccc(C(=O)Nc2ccc(Br)cc2F)c1,-2.4%,-0.1%,-6.6%,8.5%,-2.1%,9.4%,-0.2%[46.1 µM],-4.0%,?,-9.3,2.0%
Cc1cc(CN(C)C(=O)CC2C(=O)NCCN2Cc2ccc(F)c(F)c2)on1 (stereo not drawn),-2.8%,0.0%,-14.0%,-27.8%,2.3%,-4.0%,-0.2%,5.7%,15.0%,34.4,15.7%
CC(=O)c1cccc(NC(=O)CC2S/C(=N/N=C/c3ccccc3)NC2=O)c1 (stereo not drawn),-7.4%,0.2%,3.5%,-1.1%,-0.3%,3.7%,-3.1%,0.2%,3.8%,-6.0,26.7%
Cc1ccc(N2CC(C(=O)NC(C)CCc3ccccc3)CC2=O)cc1 (stereo not drawn),0.4%,2.3%,2.1%,-3.2%,4.7%,6.5%,-0.9%,1.2%,-11.8%,6.4,-15.1%
C=CCSc1nc(C)c(CC=C)c(=O)[nH]1,-1.7%,2.7%,-0.6%,-17.4%,3.7%,1.7%,9.6%,-0.4%,5.9%,6.6,7.5%
O=C(O)Cn1c(Cc2ccccc2)nc2ccccc21,-1.5%,-5.9%,0.3%,-12.0%,-4.0%,-13.3%,-0.6%,6.3%,3.3%,2.5,-1.9%
O=C(NC1CCCCC1)C1c2ccccc2C(=O)N1Cc1ccc2c(c1)OCO2 (stereo not drawn),-0.6%,-1.4%,-7.5%,1.7%,5.9%,4.1%,-8.6%,-0.4%,-8.1%,9.6,19.7%
CCCc1nc2ccccc2c(C(=O)OCC(=O)Nc2c(C)n(C)n(-c3ccccc3)c2=O)c1CC,-2.1%,-1.3%,-0.3%,4.1%,-8.1%,-0.8%,0.2%[46.1 µM],-6.3%,?,-4.4,0.0%
CCCCC(=O)Nc1cc(OC)c(NC(=O)C2CCCCC2)cc1OC,-1.7%,5.1%,-4.8%,-6.2%,1.3%,4.1%,·,0.0%,-11.6%,-2.4,18.5%

Whole records as entered above:
O=C1ON=C(c2ccccc2)/C1=C/c1ccc(-c2ccccc2[N+](=O)[O-])o1 across the screens: TSG101-PTAP inh = -2.2%; Tb PFK inh = -0.2%; Chronic BCR inh = ?; Eya2 inh = 3.4%; Mito fusion yeast = 8.6%; A-T KAP1 phos = -2.9%; TCR act = 11.6%[46.1 µM]; ASM inhibitor = -3.2%; ELG1 DNA repair = ?; TSHR antagonist = -19.7; Integrin act MD = -56.5%[inhibitor]
CCCc1nc2ccccc2c(C(=O)OCC(=O)Nc2c(C)n(C)n(-c3ccccc3)c2=O)c1CC across the screens: TSG101-PTAP inh = -2.1%; Tb PFK inh = -1.3%; Chronic BCR inh = -0.3%; Eya2 inh = 4.1%; Mito fusion yeast = -8.1%; A-T KAP1 phos = -0.8%; TCR act = 0.2%[46.1 µM]; ASM inhibitor = -6.3%; ELG1 DNA repair = ?; TSHR antagonist = -4.4; Integrin act MD = 0.0%
